High-throughput results: PubChem BioAssay, The Scripps Research Institute Molecular Screening Center
M4 antag: human M4 muscarinic receptor antagonists, primary screen, CHO cells, Fluo-8 calcium fluorescence; Muscarinic acetylcholine receptor M4 (Homo sapiens), P08173; CHO-hM4 cells, ACh EC80; inhibition, % at 3 µM; 360,000 compounds, 0.73% hits;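 active = inhibition above its plate's cutoff, the mean inhibition of sample wells plus 3 SD, cut at about 27% in these data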;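 note: 0% = acetylcholine EC80 with DMSO and 100% = DMSO without agonist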
Target sequence (P08173 whole entry, looked up): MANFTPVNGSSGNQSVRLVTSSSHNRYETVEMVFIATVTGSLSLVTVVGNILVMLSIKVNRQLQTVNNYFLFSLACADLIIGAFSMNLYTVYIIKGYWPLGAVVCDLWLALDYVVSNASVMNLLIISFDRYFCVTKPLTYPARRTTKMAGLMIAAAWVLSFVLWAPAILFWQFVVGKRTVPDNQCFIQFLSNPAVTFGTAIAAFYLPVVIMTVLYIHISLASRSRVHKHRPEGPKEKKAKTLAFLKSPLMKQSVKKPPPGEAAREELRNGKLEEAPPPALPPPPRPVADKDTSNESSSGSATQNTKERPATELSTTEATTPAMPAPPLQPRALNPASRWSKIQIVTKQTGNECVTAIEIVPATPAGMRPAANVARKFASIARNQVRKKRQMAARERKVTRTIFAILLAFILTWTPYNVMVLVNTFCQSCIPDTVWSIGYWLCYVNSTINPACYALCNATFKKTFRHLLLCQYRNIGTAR
M1 ag parental: counter-screen for M1 agonists: effect in parental CHO-K1 cells; Fluo-8 calcium fluorescence; scaled to maximal ATP response, vehicle zero; activation, % at 3 µM; 360,000 compounds, 0.48% hits; in the data active = activation above about 15%;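 note: untransfected CHO-K1 host cells lacking M1 receptor as counterscreen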
CHRM1 agonist: human M1 muscarinic receptor agonists, primary screen, Fluo-8 calcium fluorescence, CHO-K1 cells, HTS; Muscarinic acetylcholine receptor M1 (Homo sapiens), P11229; CHO-K1 hM1, agonist mode; 0% DMSO, 100% acetylcholine EC100; activation, % at 3 µM; 360,000 compounds, 0.33% hits; AID 588814, 2011;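 active = activation above the run's mean compound activation plus 3 SD, cut at about 16% in these data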;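 note: peak over basal fluorescence ratio within a 140 s kinetic read after compound addition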
CHRM1 antagonist: human M1 muscarinic receptor antagonists, primary screen, CHO-K1 cells, Fluo-8 calcium fluorescence, 1536-well; Muscarinic acetylcholine receptor M1 (Homo sapiens), P11229; AID 588852, 2011; CHO-K1 hM1, ACh EC80 antagonist; 360,000 compounds, 1.3% hits; inhibition, % at 3 µM;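 active = percent inhibition above its own plate's cutoff, namely the mean of that plate's compound wells plus 3 SD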;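 note: peak over basal fluorescence ratio during 140 s after agonist addition; 0% = ACh EC80 plus DMSO and 100% = DMSO alone without agonist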
M4 ag: human M4 muscarinic receptor agonists, primary screen, CHO-K1 cells, Fluo-8 calcium fluorescence. Muscarinic acetylcholine receptor M4 (Homo sapiens), P08173. CHO-K1 hM4/Gqi5; vehicle 0%, full acetylcholine response 100%. activation, % at 3 µM. 360,000 compounds, 0.14% hits. AID 624127, 2012;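 active = activation above the run mean over all test wells plus 3 SD, cut at about 32% in these data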;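 note: peak over basal fluorescence ratio per well then scaled between controls; 0% = DMSO wells and 100% = acetylcholine at EC100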
OXTR potentiator: human OXTR potentiators, primary screen, fluorescence, CHO-OTR cells, Fluo-8 calcium; Oxytocin receptor (Homo sapiens), P30559; Fluo-8 calcium fluorescence, potentiator mode; 0% = oxytocin EC15, 100% = EC100; activation, % at 3 µM; 320,000 compounds, 0.061% hits; AID 2445, 2010;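 active = activation above that plate's cutoff, the mean activation of tested compounds plus 3 SD, cut at about 6.6% in these data, passing the limit was not always enough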;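 note: 100% uses oxytocin at 75 nM as the full agonist control; some results filed as inactive read as strong as hits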
Target sequence (P30559 whole entry, looked up): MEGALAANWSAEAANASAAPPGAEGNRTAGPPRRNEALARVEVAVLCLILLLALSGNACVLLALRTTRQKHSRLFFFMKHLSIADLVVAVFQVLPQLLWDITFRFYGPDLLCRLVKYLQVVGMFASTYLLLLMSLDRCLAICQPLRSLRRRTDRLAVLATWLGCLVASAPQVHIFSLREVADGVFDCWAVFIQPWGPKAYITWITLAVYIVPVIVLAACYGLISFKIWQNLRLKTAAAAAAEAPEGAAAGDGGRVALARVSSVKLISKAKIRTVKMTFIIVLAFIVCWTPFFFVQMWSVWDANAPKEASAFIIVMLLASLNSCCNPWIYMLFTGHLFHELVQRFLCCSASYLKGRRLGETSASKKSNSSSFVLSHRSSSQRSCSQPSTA
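Measured by – Fluo-8 calcium dye fluorescence · Test system – human OTR in CHO cells · Dosing – one concentration, 3.0 µM compound · Controls – EC15 oxytocin alone as 0%, 75 nM oxytocin as 100% · Evaluation – normalized max/min fluorescence ratio, % activation · Timing – 6 min pre-incubation, 100 s read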
CHO-K1 Ca antag: M1 antagonist counterscreen hit in parental CHO-K1 cells; inhibition, % at 3 µM; 360,000 compounds, 0.6% hits; ATP-induced calcium, Fluo-8 fluorescence; AID 602250;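 active = inhibition above a per-plate cutoff, the plate's mean sample inhibition plus 3 SD, cut at about 24% in these data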;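 note: 0% = DMSO plus EC80 ATP and 100% = DMSO alone without ATP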
CHRM1 PAM: human M1 muscarinic receptor positive allosteric modulators, primary screen, CHO-K1 cells, Fluo-8 calcium fluorescence, 1536-well; Muscarinic acetylcholine receptor M1 (Homo sapiens), P11229; CHO-K1 hM1, ACh EC20; 0% = ACh EC20, 100% = maximal ACh; activation, % at 3 µM; 360,000 compounds, 0.088% hits; in the data active = activation above about 19%, passing the limit was not always enough
CHO parental Ca: ATP-evoked calcium signal inhibitors, parental CHO, primary screen, counter-screen for OX1R antagonist project, cell-based, fluorescence, Fluo-8 calcium dye. parental CHO-K1, ATP-induced calcium, Fluo-8 fluorescence. inhibition, % at 5.6 µM. 330,000 compounds, 0.63% hits;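 active = inhibition above that plate's mean sample inhibition plus 3 SD, cut at about 26% in these data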;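 note: 0% = ATP-challenged DMSO wells and 100% = DMSO wells without ATP; some compounds past the cut are filed as inactive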
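Material: Parental CHO cells | Reagent: ATP | Compound dosing: Single nominal dose of 5.6 µM per compound | Detection: Intracellular calcium via Fluo-8 no-wash fluorescent dye | Read-out: % inhibition of ATP-induced calcium mobilization | Benchmarks: Low control ATP plus DMSO, high control DMSO only | Replicates: Singlicate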
Active calls of the source: *.

How did Cc1cccc(C)c1NC(=O)C1(N(Cc2ccco2)C(=O)c2ccccn2)CCCC1 do in these assays?
M4 antag: 5; M1 ag parental: 0.4; CHRM1 agonist: -4; CHRM1 antagonist: -5; M4 ag: 1; OXTR potentiator: -5; CHO-K1 Ca antag: -9; CHRM1 PAM: 4; CHO parental Ca: -11

How did Cc1oc2c(C)c(O)ccc2c(=O)c1-c1cnn(-c2ccccc2)c1 do in these assays?
M4 antag: -8; M1 ag parental: 0.2; CHRM1 agonist: -2; CHRM1 antagonist: 5; M4 ag: 0; OXTR potentiator: -2; CHO-K1 Ca antag: 12; CHRM1 PAM: 0; CHO parental Ca: -2

Results for CCCc1cc(=O)n2[nH]c(C(F)(F)F)nc2n1 ?
M4 antag: 7; M1 ag parental: 0.9; CHRM1 agonist: -4; CHRM1 antagonist: -3; M4 ag: 1; OXTR potentiator: 2; CHO-K1 Ca antag: -15; CHRM1 PAM: 12; CHO parental Ca: 12

How did C/C(=N\NC(=O)Cc1ccc(Cl)cc1)c1ccccc1O do in these assays?
M4 antag: 2; M1 ag parental: 1.4; CHRM1 agonist: -4; CHRM1 antagonist: -6; M4 ag: 1; OXTR potentiator: -3; CHO-K1 Ca antag: 2; CHRM1 PAM: 1; CHO parental Ca: -12

How did C1=C(c2ccc(-c3ccccc3)cc2)Nc2ncnn2C1c1ccco1 (stereo unspecified) do in these assays?
M4 antag: 27*; M1 ag parental: 38*; CHRM1 agonist: 120*; CHRM1 antagonist: 45*; M4 ag: 62*; CHO-K1 Ca antag: 29*; CHRM1 PAM: -30

How did O=C(CSc1ncnc2c1cnn2-c1ccccc1)NCC1CCCO1 (stereo unspecified) do in these assays?
M4 antag: 7; M1 ag parental: 4.2; CHRM1 agonist: -2; CHRM1 antagonist: 5; M4 ag: 6; OXTR potentiator: 3; CHO-K1 Ca antag: -7; CHRM1 PAM: -8; CHO parental Ca: -14

Results for COc1cc(O)c(C(CC(=O)N2CCCC(C)C2)c2ccc(N(C)C)cc2)c(OC)c1 (stereo unspecified) ?
M4 antag: 1; M1 ag parental: -0.3; CHRM1 agonist: -6; CHRM1 antagonist: -6; M4 ag: 0; OXTR potentiator: -11; CHO-K1 Ca antag: -13; CHRM1 PAM: 0; CHO parental Ca: -9

Results for Cc1ccc2oc(=O)c3cnn(CC(=O)Nc4cc(-c5cccc(F)c5)no4)c3c2c1 ?
M4 antag: -8; M1 ag parental: 0.6; CHRM1 agonist: -3; CHRM1 antagonist: -4; M4 ag: 1; OXTR potentiator: -2; CHO-K1 Ca antag: -13; CHRM1 PAM: 4; CHO parental Ca: -6

How did CC1(c2ccc(OC(F)F)cc2)NC(=O)N(CC(=O)Nc2ccc(OC(F)F)cc2)C1=O (stereo unspecified) do in these assays?
M4 antag: 16; M1 ag parental: 33*; CHRM1 agonist: 36*; CHRM1 antagonist: 29*; M4 ag: 38*; OXTR potentiator: -16; CHO-K1 Ca antag: 28*; CHRM1 PAM: -3; CHO parental Ca: 36*

Results for CC(O)CNc1nc2ccccc2n1CC(=O)N1CCN(Cc2ccccc2)CC1 (stereo unspecified) ?
M4 antag: -4; M1 ag parental: 0.4; CHRM1 agonist: -7; CHRM1 antagonist: -7; M4 ag: 1; OXTR potentiator: -2; CHO-K1 Ca antag: -5; CHRM1 PAM: 12; CHO parental Ca: -9

How did Cc1cccc(N(C(=O)Cn2nnc3ccccc32)C(C(=O)NC(C)(C)C)c2ccsc2)c1C (stereo unspecified) do in these assays?
M4 antag: -5; M1 ag parental: 0.1; CHRM1 agonist: -3; CHRM1 antagonist: 8; M4 ag: 0; OXTR potentiator: -3; CHO-K1 Ca antag: -10; CHRM1 PAM: -1; CHO parental Ca: -25

What do the screens show for `O=c1cc(-c2ccco2)oc2c1ccc1ccccc12`?
M4 antag: -1; M1 ag parental: 0.5; CHRM1 agonist: -2; CHRM1 antagonist: -14; M4 ag: 0; OXTR potentiator: -1; CHO-K1 Ca antag: 0; CHRM1 PAM: 1; CHO parental Ca: -8

How did Cc1ccc(S(=O)(=O)N2CCOCC2)cc1NC(=O)Cn1c(=O)ccn(Cc2ccccc2)c1=O do in these assays?
M4 antag: 8; M1 ag parental: -0.1; CHRM1 agonist: -7; CHRM1 antagonist: 6; M4 ag: 0; CHO-K1 Ca antag: 1; CHRM1 PAM: 5

Results for COc1ccc(NC(=O)CN2CCN(CC(=O)Nc3ccc(F)cc3)CC2)c(OC)c1 ?
M4 antag: 0; M1 ag parental: 1.9; CHRM1 agonist: -1; CHRM1 antagonist: -3; M4 ag: -2; OXTR potentiator: -1; CHO-K1 Ca antag: -9; CHRM1 PAM: 7; CHO parental Ca: -28

What do the screens show for `Cc1nnc(SCc2ccc(Cl)cc2)nc1/C=C/N(C)C`?
M4 antag: -2; M1 ag parental: 2.0; CHRM1 agonist: -3; CHRM1 antagonist: -3; M4 ag: 2; OXTR potentiator: -5; CHO-K1 Ca antag: 0; CHRM1 PAM: 10; CHO parental Ca: -18

How did Nc1ncnc(NCc2ccccc2)c1[N+](=O)[O-] do in these assays?
M4 antag: -6; M1 ag parental: 0.1; CHRM1 agonist: -1; CHRM1 antagonist: -12; M4 ag: 2; OXTR potentiator: 4; CHO-K1 Ca antag: 10; CHRM1 PAM: 12; CHO parental Ca: -12

How did O=C(NCCCc1ccccc1)C1CCC(=O)N(Cc2ccc(Cl)cc2)C1 (stereo unspecified) do in these assays?
M4 antag: -19; M1 ag parental: 2.6; CHRM1 agonist: -4; CHRM1 antagonist: -2; M4 ag: 4; OXTR potentiator: -1; CHO-K1 Ca antag: -4; CHRM1 PAM: 1; CHO parental Ca: -20

Results for CCCc1c(C(=O)NNc2cccc(Cl)c2)cnn1-c1ccccc1 ?
M4 antag: -9; M1 ag parental: 1.0; CHRM1 agonist: 1; CHRM1 antagonist: 3; M4 ag: 2; OXTR potentiator: -12; CHO-K1 Ca antag: -5; CHRM1 PAM: 2; CHO parental Ca: -28

How did Cc1cc(S(=O)(=O)N2CCN(C(=O)CCC(=O)N3CCOCC3)CC2)ccc1Br do in these assays?
M4 antag: 5; M1 ag parental: -0.1; CHRM1 agonist: -5; CHRM1 antagonist: -19; M4 ag: 1; OXTR potentiator: -3; CHO-K1 Ca antag: -15; CHRM1 PAM: 14; CHO parental Ca: -24

How did O=C(Nc1ccc(N2CCOCC2)cc1N1CCOCC1)c1ccc(Cl)cc1 do in these assays?
M4 antag: 0; M1 ag parental: 0.6; CHRM1 agonist: -2; CHRM1 antagonist: -10; M4 ag: 2; OXTR potentiator: -3; CHO-K1 Ca antag: 0; CHRM1 PAM: 11; CHO parental Ca: -3

What do the screens show for `CN1C(=O)NC(NC(=O)c2ccco2)(C(F)(F)F)C1=O` (stereo unspecified)?
M4 antag: 0; M1 ag parental: 0.3; CHRM1 agonist: -3; CHRM1 antagonist: -13; M4 ag: 1; OXTR potentiator: 4; CHO-K1 Ca antag: -2; CHRM1 PAM: 13; CHO parental Ca: 1

How did Cc1ccc(NC(=O)C2CCN(S(=O)(=O)c3ccc4c(c3)C(C)(C)C(=O)N4C)CC2)c(C)c1 do in these assays?
M4 antag: -8; M1 ag parental: -0.1; CHRM1 agonist: -4; CHRM1 antagonist: -14; M4 ag: 0; OXTR potentiator: -4; CHO-K1 Ca antag: 19; CHRM1 PAM: 6; CHO parental Ca: -7

Results for C=CCNC(=S)NNC(=O)c1csc(C)c1C ?
M4 antag: 3; M1 ag parental: 0.5; CHRM1 agonist: -2; CHRM1 antagonist: 2; M4 ag: 0; OXTR potentiator: -5; CHO-K1 Ca antag: 1; CHRM1 PAM: 4; CHO parental Ca: 3

How did O=C(Nc1ccccc1C(=O)OC1CCOC1=O)c1ccco1 (stereo unspecified) do in these assays?
M4 antag: 5; M1 ag parental: 0.6; CHRM1 agonist: 0; CHRM1 antagonist: -15; M4 ag: 1; OXTR potentiator: -12; CHO-K1 Ca antag: 1; CHRM1 PAM: 6; CHO parental Ca: -15

Results for CC(NC(=O)Cc1ccc(Br)cc1)c1ccccc1 (stereo unspecified) ?
M4 antag: -3; M1 ag parental: 0.1; CHRM1 agonist: -5; CHRM1 antagonist: 5; M4 ag: -1; OXTR potentiator: -18; CHO-K1 Ca antag: 14; CHRM1 PAM: -2; CHO parental Ca: -15

How did Cc1ccc(-n2c(=O)[nH]c3c(oc4ccccc43)c2=O)cc1 do in these assays?
M4 antag: -5; M1 ag parental: 0.4; CHRM1 agonist: -2; CHRM1 antagonist: -7; M4 ag: 1; OXTR potentiator: 0; CHO-K1 Ca antag: -8; CHRM1 PAM: 4; CHO parental Ca: -12

How did O=C(NCc1cccnc1)C1CC(=O)N(c2ccc(Cl)cc2)C1 (stereo unspecified) do in these assays?
M4 antag: -4; M1 ag parental: -0.3; CHRM1 agonist: -4; CHRM1 antagonist: -1; M4 ag: 0; OXTR potentiator: -5; CHO-K1 Ca antag: -1; CHRM1 PAM: 0; CHO parental Ca: -12

Results for O=C(NCCN1CCN(c2ccccc2)CC1)Nc1ccc(Cl)cc1 ?
M4 antag: -20; M1 ag parental: 16*; CHRM1 agonist: -1; CHRM1 antagonist: -3; M4 ag: 14; OXTR potentiator: -15; CHO-K1 Ca antag: -17; CHRM1 PAM: 2; CHO parental Ca: -6

How did CC(Oc1ccccc1F)C(=O)NNC(=O)Cc1ccc(S(=O)(=O)N2CCOCC2)s1 (stereo unspecified) do in these assays?
M4 antag: 0; M1 ag parental: 0.5; CHRM1 agonist: 0; CHRM1 antagonist: -12; M4 ag: 1; CHO-K1 Ca antag: -16; CHRM1 PAM: 7

Results for OC(CCCN1CCCCC1)(c1ccccc1)c1ccc(C(F)(F)F)cc1 (stereo unspecified) ?
M4 antag: 50*; M1 ag parental: 1.4; CHRM1 agonist: -3; CHRM1 antagonist: 82*; M4 ag: 5; CHO-K1 Ca antag: 4; CHRM1 PAM: -30

How did COCCN(C(=O)CSc1nnc(-c2ccc(Cl)cc2)o1)c1c(N)n(CC(C)C)c(=O)[nH]c1=O do in these assays?
M4 antag: -6; M1 ag parental: 1.1; CHRM1 agonist: -3; CHRM1 antagonist: -12; M4 ag: 1; OXTR potentiator: 6; CHO-K1 Ca antag: -1; CHRM1 PAM: 8; CHO parental Ca: -6

Results for Cc1ccc(C)c(NC(=S)Nc2cccnc2)c1 ?
M4 antag: -6; M1 ag parental: 0.5; CHRM1 agonist: -2; CHRM1 antagonist: -10; M4 ag: 1; OXTR potentiator: -8; CHO-K1 Ca antag: -19; CHRM1 PAM: 13; CHO parental Ca: -14
